TEAD-YAP block = TEAD-YAP interaction inhibition; inhibition, % at 9.12 µM; HEK-TIYL cells, TEAD-Gal4/YAP UAS-luciferase luminescence; 640,000 tested, 1.4% active; AID 1259422; in the data active means inhibition above about 32%;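 further: 0% = median of test compound wells and 100% = reference inhibitor wells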
MITF inh = blocks human microphthalmia-associated transcription factor; AID 1259374; AlphaScreen MITF homodimerization, bead proximity signal; 650,000 tested, 0.91% active; O75030; inhibition, % at 2.6 µM; in the data active means inhibition above about 50%;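 further: 0% = vehicle wells with protein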
Target sequence (O75030 whole entry, looked up): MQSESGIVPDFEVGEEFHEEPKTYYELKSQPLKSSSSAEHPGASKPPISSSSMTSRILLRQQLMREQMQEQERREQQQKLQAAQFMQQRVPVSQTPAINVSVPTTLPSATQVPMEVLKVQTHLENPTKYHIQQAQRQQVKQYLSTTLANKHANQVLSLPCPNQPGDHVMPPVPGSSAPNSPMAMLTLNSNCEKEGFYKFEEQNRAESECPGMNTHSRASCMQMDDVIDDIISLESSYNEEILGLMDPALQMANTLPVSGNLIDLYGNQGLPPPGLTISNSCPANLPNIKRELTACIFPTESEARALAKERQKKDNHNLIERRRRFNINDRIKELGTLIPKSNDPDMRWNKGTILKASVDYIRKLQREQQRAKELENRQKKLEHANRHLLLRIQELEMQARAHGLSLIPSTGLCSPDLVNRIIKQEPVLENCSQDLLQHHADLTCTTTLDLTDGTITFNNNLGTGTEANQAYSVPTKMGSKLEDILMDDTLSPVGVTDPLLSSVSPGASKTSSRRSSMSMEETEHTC
GPR151 ag = activates the human receptor GPR151 | AID 1508602 | PathHunter beta-arrestin GPR151 cells, luminescence | 650,000 tested, 1% active | Q8TDV0 | activation, % at 11.2 µM; in the data active means activation above about 4.9%;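 further: 0% = median of compound wells and 100% = cells with positive control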
Target sequence (Q8TDV0 whole entry, looked up): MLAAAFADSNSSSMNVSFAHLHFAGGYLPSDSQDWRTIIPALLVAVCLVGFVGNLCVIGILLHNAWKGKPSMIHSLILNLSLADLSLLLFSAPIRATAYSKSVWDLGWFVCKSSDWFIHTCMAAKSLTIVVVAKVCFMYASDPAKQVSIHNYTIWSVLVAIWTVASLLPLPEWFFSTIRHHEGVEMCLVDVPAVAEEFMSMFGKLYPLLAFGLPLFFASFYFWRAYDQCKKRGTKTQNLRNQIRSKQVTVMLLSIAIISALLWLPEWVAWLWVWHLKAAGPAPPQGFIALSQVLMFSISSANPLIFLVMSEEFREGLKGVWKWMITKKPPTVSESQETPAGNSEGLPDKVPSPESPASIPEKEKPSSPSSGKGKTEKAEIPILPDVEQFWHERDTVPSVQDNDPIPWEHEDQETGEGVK
FBW7 activator = activators of human E3 ligase FBW7; Q969H0; AlphaScreen FBW7–phospho-cyclin E peptide binding, activator screen; normalized activity (activation), % at 26.1 µM; 650,000 tested, 0.13% active; in the data active means normalized activity above about 1.9%;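 further: purified mutant Fbw7 with reduced substrate affinity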
Active calls of the source: *; · = not tested or not shown.

The line under a structure holds: MITF inh	FBW7 activator	GPR151 ag	TEAD-YAP block
1: Cc1ccc(NC(=O)c2ccc3c(=O)n(-c4ccc(F)c(Cl)c4)c(=S)[nH]c3c2)cc1Cl
  -4	0.1	-1.1	-10
2: O=C(NCCN1CCC(n2c(=O)[nH]c3cc(Cl)ccc32)CC1)c1ccc(F)cc1
  1	·	0.8	·
3: CCOc1ccc(-c2cc(C(=O)NCc3ccc(OCC)c(OC)c3)[nH]n2)cc1
  6	0.5	-1.9	-1
4: CCc1ccc(CN2CCc3nnc(C(C)NC(=O)COc4ccccc4)n3CC2)cc1 (centres undefined)
  -2	0.5	-1.3	6
5: OCCNc1nc(Nc2ccncc2)nc2c1ncn2-c1ccccc1
  6	0.4	-0.7	32
6: N#Cc1cccc(OCCCN2CCC(=O)N(Cc3cc(C(F)(F)F)ccc3F)CC2)c1
  13	0.1	-1.6	3
7: Cn1c(COc2ccc(Cl)cc2)nnc1SCC(=O)NCC(F)(F)F
  3	0.0	5.1*	0
8: CCOC(=O)Cn1nc(C)c2ccccc2c1=O
  5	-0.2	1.6	1
9: FC(F)(F)Oc1ccc(Nc2nc(NCC3CCCO3)c3[nH]cnc3n2)cc1 (centres undefined)
  9	-0.1	-1.6	12
10: O=C1c2ccncc2C(=O)N1c1cccc(C(F)(F)F)c1
  -9	-0.1	-0.1	-4
11: CCN(C(=O)CN1CCN(C)CC1)c1cccc2ccccc12
  85*	-0.1	-0.4	2
12: COc1ccc(S(=O)(=O)N(C)CC(=O)NC2CCCCC2)cc1C
  -15	-0.1	-1.0	-3
13: O=C(/C=C\c1ccc2c(c1)OCO2)NC1(C(=O)Nc2ccc3c(c2)OCO3)CCCCC1
  -8	-0.1	-0.3	4
14: CCN1CCN(C(=S)c2ccc(O)c(OC)c2)CC1
  -4	-0.2	-0.9	8
15: C/C(CC(=O)NCc1ccco1)=N\NC(=O)c1cccc(O)c1
  -13	-0.3	-2.5	6
16: O=C(O)COc1ccc(/C=C2\SC(=S)N(Cc3cccnc3)C2=O)cc1
  -10	-0.1	1.0	8
17: O=C(Nc1ccccc1NC(=O)N1CCCCC1)c1ccc(C(F)(F)F)cc1
  2	-0.1	0.7	-1
18: CCOC(=O)C1=C(c2ccccc2)N=c2s/c(=C/c3ccc(-c4ccccc4C(=O)O)o3)c(=O)n2C1c1ccc(F)cc1 (centres undefined)
  3	0.0	0.5	5
19: O=C(NCc1ccccc1)c1cccc(Nc2ccc(N3CCOCC3)cc2)n1
  7	-0.1	2.7	25
20: CCOC(=O)C1CCN(C(=O)CCc2c(C)nc3cc(-c4ccccc4)nn3c2C)CC1
  7	-0.1	1.5	6
21: Cn1nc(CCC(=O)N2CCC(n3nnc4ccccc4c3=O)CC2)c2ccccc2c1=O
  15	0.1	0.8	8
22: O=C(NCc1ccccc1Cl)C1CCC(Cn2c(SCC(=O)N3CCN(c4ccccc4)CC3)nc3ccccc3c2=O)CC1 (centres undefined)
  1	0.2	-0.8	6
23: COc1ccc(/C=C/C(=O)N2CCOCC2)cc1OC
  -3	0.0	1.9	-6
24: CC1(C(=O)NC2CCCC2)CCC(=O)N1CCc1ccc(Cl)cc1 (centres undefined)
  -6	0.0	1.5	-4
25: O=C(Nc1cccc(Oc2ccc3c(c2)C(=O)N(c2ccccc2)C3=O)c1)c1cccc([N+](=O)[O-])c1
  18	0.0	-0.7	14
26: O=C(COC(=O)/C=C/c1cccc(F)c1)NNC(=O)c1ccccc1
  10	-0.1	1.2	1
27: Cn1c(=O)[nH]c(=O)c2c1nc(N(CCO)Cc1ccccc1)n2Cc1ccccc1Cl
  12	0.1	2.1	-3
28: Cc1cccc(C)c1NC(=O)Cn1cc2c(n1)CCCC2
  3	0.2	4.7	0
29: COc1cc(OC)c(C2C(C#N)=C(N)Oc3n[nH]c(C)c32)cc1OC (centres undefined)
  19	0.1	-0.4	-1
30: c1ccc(-n2cnc3c(Nc4ccc(N5CCOCC5)cc4)nc(Nc4ccccn4)nc32)cc1
  2	-0.2	-0.3	58*

Reprinted at random: 5 entries already listed
The line under a structure holds: MITF inh	FBW7 activator	GPR151 ag	TEAD-YAP block
8: CCOC(=O)Cn1nc(C)c2ccccc2c1=O
  5	-0.2	1.6	1
19: O=C(NCc1ccccc1)c1cccc(Nc2ccc(N3CCOCC3)cc2)n1
  7	-0.1	2.7	25
9: FC(F)(F)Oc1ccc(Nc2nc(NCC3CCCO3)c3[nH]cnc3n2)cc1 (centres undefined)
  9	-0.1	-1.6	12
13: O=C(/C=C\c1ccc2c(c1)OCO2)NC1(C(=O)Nc2ccc3c(c2)OCO3)CCCCC1
  -8	-0.1	-0.3	4
16: O=C(O)COc1ccc(/C=C2\SC(=S)N(Cc3cccnc3)C2=O)cc1
  -10	-0.1	1.0	8

The main list resumes; the 5 compounds before the break are reprinted first.
The line under a structure holds: MITF inh	FBW7 activator	GPR151 ag	TEAD-YAP block
26: O=C(COC(=O)/C=C/c1cccc(F)c1)NNC(=O)c1ccccc1
  10	-0.1	1.2	1
27: Cn1c(=O)[nH]c(=O)c2c1nc(N(CCO)Cc1ccccc1)n2Cc1ccccc1Cl
  12	0.1	2.1	-3
28: Cc1cccc(C)c1NC(=O)Cn1cc2c(n1)CCCC2
  3	0.2	4.7	0
29: COc1cc(OC)c(C2C(C#N)=C(N)Oc3n[nH]c(C)c32)cc1OC (centres undefined)
  19	0.1	-0.4	-1
30: c1ccc(-n2cnc3c(Nc4ccc(N5CCOCC5)cc4)nc(Nc4ccccn4)nc32)cc1
  2	-0.2	-0.3	58*
31: Cc1ccc(N(C)C(=O)Cn2ncc3c(=O)oc4ccccc4c32)cc1C
  12	0.0	1.1	10
32: CCCNC(=O)C(CC)n1nc(CC)n2c(cc3oc(C)cc32)c1=O (centres undefined)
  11	0.6	0.5	-6
33: COc1ccc(S(=O)(=O)N(C)CC(=O)Nc2c(F)cccc2F)cc1
  -11	0.3	-1.2	-9
34: Cc1nc2c(C(=O)NCCCN3CCOCC3)cnn2c(C)c1Cc1ccccc1
  3	-0.3	0.1	3
35: C/C(=N\NC(=O)CNC(=O)c1ccccc1Br)c1cc(O)ccc1O
  14	-0.1	-0.4	-3
36: Cc1[nH]c(C(=O)OCC(=O)Nc2ccc(F)c([N+](=O)[O-])c2)c(C)c1C(C)O (centres undefined)
  16	0.2	1.1	7
37: O=C(NC1=NCCS1)Nc1ccccc1
  -6	-0.1	-4.7	-55
38: Cc1ccc(S(=O)(=O)CCC(=O)OCC(=O)c2c(N)n(C)c(=O)n(C)c2=O)cc1
  2	-0.1	-1.2	4
39: OCC(O)CNCC(c1ccccc1Cl)c1c[nH]c2ccccc12 (centres undefined)
  2	-0.1	2.5	-4
40: Cc1c(C(=O)N2C[C@H](C(=O)O)[C@@H](c3ccc(F)cc3)C2)cnn1C
  14	0.2	-0.2	6
41: O=C(c1cc([N+](=O)[O-])ccc1N1CCCCCC1)N1CCCCC1
  -6	-0.1	-0.8	0
42: C=CCNC(=O)CN(C)S(=O)(=O)c1ccc(C)cc1
  8	0.1	-0.2	11
43: COC(=O)C1=C(C)NC(=S)NC1c1cc(Br)ccc1OC (centres undefined)
  -12	-0.1	-0.6	10
44: CCOc1ccc(C(=O)NCC(=O)O)cc1
  11	0.1	0.6	3
45: CCC(c1nnc(SCC(=O)NCCc2ccc(Cl)cc2Cl)o1)N(C)C (centres undefined)
  8	-0.2	4.1	6
46: COc1ccc(CC2S/C(=N/N=C\c3ccc([N+](=O)[O-])cc3)NC2=O)cc1 (centres undefined)
  -8	0.6	-1.0	-13
47: CCOC(=O)c1sc2nc(C)nc(N(CC)Cc3ccccc3)c2c1C
  -9	0.4	-0.7	3
48: COc1ccccc1N1CCN(C(c2cccs2)C(C)NC(C)=O)CC1 (centres undefined)
  4	0.1	1.5	-6
49: CCC(C)NC(=O)C(Cc1ccccc1)NS(=O)(=O)c1ccc(Br)cc1 (centres undefined)
  -11	-0.1	-1.9	-6
50: O=C(CN1C(=O)CCC1=O)Nc1nnc(-c2cccnc2)o1
  -11	-0.1	0.1	-14
51: CNc1c(NS(=O)(=O)Cc2ccccc2)c(=O)oc2ccccc12
  0	0.0	-0.3	1
52: COc1ccc(OCc2nn3c(-c4ccccc4Br)nnc3s2)cc1
  -3	0.0	-0.2	11
53: COc1ccc(CC(=O)N2CCC3(CC2)NC(=O)c2cc(Br)ccc2N3)cc1
  16	0.1	0.4	18
54: COc1cccc(CSc2nc(C)c(CC(=O)N3CCc4ccccc4C3)c(=O)[nH]2)c1
  16	0.3	-0.7	2
55: CN(C)S(=O)(=O)c1ccc(N=Cc2c(O)[nH]c(=S)[nH]c2=O)cc1
  1	-0.3	0.3	-8
56: Cc1cc2sc3ccccc3c(=O)c2cc1O
  -5	0.4	-1.9	-15
57: CCN1CCc2c(OC(C)C)cccc2C1=O
  8	-0.1	0.4	0
58: Cn1cnnc1SCC(=O)Nc1nc2c(F)c(F)c(F)cc2s1
  16	0.0	-0.8	-4
59: COc1ccc(C)cc1NC(=O)c1cnc(N2CCN(c3ncccn3)CC2)c2ccccc12
  11	0.2	-0.7	11
60: CCOC(=O)c1ccc(NC(=O)CSc2ncnc3c2oc2ccccc23)cc1
  7	-0.1	-0.2	19
61: O=[N+]([O-])c1ccc(-c2nc(C3CCCCC3)no2)cc1
  0	0.1	-0.7	-12
62: COc1ccc(CNc2ccnc3c(-c4cccc(F)c4)cnn23)cc1
  20	0.1	1.1	1
63: COc1ccc(-c2csc(Nc3cccc(C(C)=O)c3)n2)cc1
  -1	0.1	0.1	-54
64: COc1ccccc1CNC(=O)c1c(O)c2cccc3c2n(c1=O)CCC3
  0	-0.3	0.6	17
65: Oc1cccc(Nc2nc(NCC3CCCO3)c3ccccc3n2)c1 (centres undefined)
  -12	-0.2	-0.7	16
66: Cc1ccc(Cn2c(C(=O)O)c(CNCCCOC(C)C)c3ccccc32)cc1
  11	0.2	0.3	17
67: NC(=NCC[C@H](N)C(=O)O)NO
  4	·	-1.7	·
68: CC(=O)N1CCN(C2=NC(=O)/C(=C\c3ccccc3OC(C)C)S2)CC1
  2	0.0	1.0	-3
69: O=c1[nH]c(O)c(C=Nc2ccccc2)c(=O)[nH]1
  16	0.1	0.2	7
70: COc1ccc(C2Nn3c(C)nnc3SC2C(=O)Nc2ccccc2C(F)(F)F)cc1 (centres undefined)
  -2	0.0	0.9	5
71: CC1=C(C(=O)Nc2cccc(C)n2)C(c2cccc(Oc3ccccc3)c2)C2=C(CCCC2=O)N1 (centres undefined)
  -3	0.0	-0.2	4
72: Cc1ccc(-c2cc(C(F)(F)F)c3nc(OCCC#N)oc3n2)o1
  9	-0.1	0.1	9
73: O=C(N/N=C/CCc1ccccc1)c1ccc([N+](=O)[O-])cc1Cl
  3	0.0	-0.7	0
74: COc1ccc(OC)c(C2=NOC(C(=O)N3CC4(C)CC3CC(C)(C)C4)C2)c1 (centres undefined)
  4	0.0	-0.5	-9
75: CN(CCCNC(=O)CCNC(=O)Cn1cnc2sc3c(c2c1=O)CCCC3)Cc1ccccc1
  19	0.4	-0.4	3
76: O=C(c1ccc(S(=O)(=O)N2CCCC2)o1)N1CCCC1
  -6	-0.1	0.6	-2
77: COCc1cc(C)nc2sc3c(c12)NC1(CCCCC1)NC3=O
  0	0.0	-0.6	-2
78: O=C(COC(=O)Cc1ccc(Br)cc1)NC1CCCCCC1
  4	0.1	-0.4	-1
79: CCCCC(=O)Nc1cccc(NC(=O)CC(C)C)c1
  -16	0.0	-0.6	2
80: CCOC(=O)C1=CN(C(C)C)C=C(C(=O)OCC)C1c1ccccc1F
  -13	0.7	-0.4	-5
81: COc1ccccc1NC(=O)Nc1ccccc1C#N
  -13	0.1	-0.4	-4
82: Cc1ccc(NC(=O)C2(N3C(=O)CC3c3ccco3)CCCCC2)cc1 (centres undefined)
  68*	0.0	0.7	-5
83: O=C(CSc1ccc(F)cc1)N(CCCn1ccnc1)c1nc2c(F)cccc2s1
  9	-0.3	1.0	2
84: Cc1c(Cl)cccc1NC(=O)CN1C(=O)NC(CC(C)C)C1=O (centres undefined)
  -11	-0.2	0.1	9
85: CCN(CC)CCCNC(=O)c1sc2ncn(C)c(=O)c2c1C
  -5	-0.1	-0.7	2
86: Cc1ccn2cc(CCNS(=O)(=O)c3ccc(F)cc3)nc2c1
  -2	-0.3	-1.4	-5
87: CCOC(=O)C1CCN(C(=O)CSCc2ccc(Cl)cc2)CC1
  -3	-0.1	0.0	-3
88: CC(=O)c1ccc(OCC(O)CN2CCN(CC(O)COC(C)C)CC2)cc1 (centres undefined)
  13	0.2	0.3	0
89: O=C(CSc1nc2ccc([N+](=O)[O-])cc2s1)Nc1ccc([N+](=O)[O-])cc1
  4	0.3	2.8	8
90: CCOC(=O)C1=C(C)N=c2s/c(=C\c3ccc(OC)c(O)c3)c(=O)n2C1c1ccc(OCC)c(OCC)c1 (centres undefined)
  -4	0.0	-0.2	-5

Additional structures follow:
The line under a structure holds: MITF inh	FBW7 activator	GPR151 ag	TEAD-YAP block
91: COc1ccc(C(=O)Cc2ccc(OC)c(OC)c2)cc1
  5	-0.1	-0.4	-27
92: O=C(N/N=C/c1cccc(F)c1)c1c(O)c2cc(Br)ccc2[nH]c1=O
  19	0.8	0.6	1
93: COc1cc(N)c(Cl)cc1C(=O)OCC(=O)NC1CCCC1
  -2	-0.2	0.4	-8
94: COc1ccc(C2=NN(S(C)(=O)=O)C(c3ccco3)C2)cc1 (centres undefined)
  5	0.1	-5.2	-50
95: CN(C)c1cccc(C(=O)N2CCc3c(nc(N4CCOCC4)[nH]c3=O)C2)c1
  21	0.3	-0.8	2
96: O=C(c1ccc(Br)cc1)c1ccc2c(c1)OCCO2
  9	0.1	0.8	-80
